High-throughput results as filed in PubChem BioAssay.
H69AR inhibit – blocks growth of human H69AR lung tumor cells | H69AR lung tumor viability, ATP luminescence, 72 h; active compounds read low | viability, % at 10 µM | 6% of 85,000 active | AID 598;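 active = viability at or below 40%; inactive = viability above 40%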;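 note: multidrug resistant small cell line overexpressing MRP-1 efflux transporter; 100% = mean luminescence of untreated control wells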
Mac1 fbg inh – blocks human CD11b/CD18 adhesion to fibrinogen; K562 CD11b/CD18 adhesion to fibrinogen, ATPlite luminescence; Mn2+ added to activate the integrin; inhibition, % at 10 µM; 0.54% of 93,000 active; AID 1497;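 active = primary inhibition of 50% or more at 10 µM, then 40% or more on retest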; note: some results filed as inactive read as strong as hits
CYP2C19 inhib – human CYP2C19 inhibition; CYP2C19 Supersomes, luciferin-H EGE luminescence, 30 min; inhibition, % at 5 µM; 21% of 96,000 active;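 active = CYP2C19 inhibition above a set limit at 5 µM in the primary screen, cut at about 50% in these data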;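 note: plate controls were negative control wells for no effect and 2.5 mM tranylcypromine positive control for full effect; values of inactives mirror those of a sister screen read the other way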
Target sequence (P33261 whole entry, looked up): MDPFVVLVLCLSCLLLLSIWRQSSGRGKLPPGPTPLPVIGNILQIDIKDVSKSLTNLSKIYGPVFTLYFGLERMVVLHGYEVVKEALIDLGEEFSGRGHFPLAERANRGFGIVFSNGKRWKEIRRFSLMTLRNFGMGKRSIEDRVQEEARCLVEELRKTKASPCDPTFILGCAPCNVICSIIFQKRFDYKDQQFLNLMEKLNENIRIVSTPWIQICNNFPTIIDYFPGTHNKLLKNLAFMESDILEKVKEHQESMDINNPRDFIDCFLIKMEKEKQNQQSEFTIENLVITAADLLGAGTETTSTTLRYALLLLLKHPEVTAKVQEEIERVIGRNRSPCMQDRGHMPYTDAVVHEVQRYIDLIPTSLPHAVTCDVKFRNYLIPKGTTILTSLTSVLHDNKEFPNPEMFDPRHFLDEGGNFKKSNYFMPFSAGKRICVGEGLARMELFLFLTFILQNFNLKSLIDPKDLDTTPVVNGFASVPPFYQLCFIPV
Fibroblast inh – blocks proliferation of human lung fibroblasts. LL 47 human lung fibroblast viability, ATP luminescence; active compounds read low. viability, % at 10 µM. 1.1% of 85,000 active. AID 719;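 active = viability at or below 50% in the single dose screen; inactive = viability above 50%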;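 note: compound exposure lasted 72 h before the ATP readout; 100% = median luminescence of untreated cell-only wells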
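Test system: LL 47 human lung fibroblasts / Quantity: 1,150 cells in each well / Medium: IMEM growth medium with 15% fetal bovine serum / Incubation: 72 h compound exposure at 37 °C after overnight plating / Detection: CellTiter-Glo luminescence measuring cellular ATP / Read-out: % viability versus median cells-only luminescence / Benchmarks: cell-only wells, no compound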
CYP2C19 activ – cytochrome P450 2C19 (human) activation | 96,000 tested, under 10 active | P33261 | recombinant CYP2C19, luciferin-H EGE luminescence; active compounds read high; 0 = fully inhibited enzyme, 1 = untreated enzyme | AID 1025 | activation factor at 5 µM;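 active = activation factor of at least 2 at 5 µM in the primary screen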;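 note: 0 = wells with 2.5 mM tranylcypromine and 1 = vehicle-only wells; values of inactives mirror those of a sister screen read the other way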
CD11b adhes enh – enhancers of human CD11b/CD18 binding to fibrinogen. P05107+P11215. K562 CD11b/CD18 adhesion to fibrinogen, ATPlite luminescence. activation, % at 10 µM. 0.07% of 93,000 active;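 active = 10 µM primary screen giving 50% or more activity, confirmed by 40% or more on retest at that dose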; note: strong numbers were not always called active; reference of the scale not given here
ERa SRC1 inh – ER-alpha (human) coactivator binding inhibition | P03372 | TR-FRET ER-alpha LBD / SRC-1 peptide, estradiol-bound | inhibition, % at 25.6 µM | 1.7% of 86,000 active; in the data active = inhibition above about 50%;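 note: 0% = receptor plus peptide control and 100% = peptide only without receptor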
Target sequence (P03372 whole entry, looked up, the tested form may be a part): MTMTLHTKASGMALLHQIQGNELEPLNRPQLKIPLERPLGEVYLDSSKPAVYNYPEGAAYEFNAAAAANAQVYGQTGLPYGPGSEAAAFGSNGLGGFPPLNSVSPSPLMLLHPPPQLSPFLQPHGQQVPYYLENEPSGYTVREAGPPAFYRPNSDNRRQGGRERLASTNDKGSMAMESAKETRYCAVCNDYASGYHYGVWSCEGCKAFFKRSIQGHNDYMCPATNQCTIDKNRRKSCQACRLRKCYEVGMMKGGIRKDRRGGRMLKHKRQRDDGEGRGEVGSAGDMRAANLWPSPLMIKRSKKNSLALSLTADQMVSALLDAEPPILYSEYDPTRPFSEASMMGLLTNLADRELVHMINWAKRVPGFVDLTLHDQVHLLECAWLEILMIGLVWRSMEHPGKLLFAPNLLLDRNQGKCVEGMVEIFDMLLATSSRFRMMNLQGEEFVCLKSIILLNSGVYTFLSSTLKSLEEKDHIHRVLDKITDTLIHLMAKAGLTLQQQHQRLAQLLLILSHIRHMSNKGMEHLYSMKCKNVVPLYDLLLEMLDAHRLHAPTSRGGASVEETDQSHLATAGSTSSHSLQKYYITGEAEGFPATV
ERa SRC1 pot – ER-alpha (human) coactivator binding potentiation | coactivator binding (% of control), % at 25.6 µM | AID 639 | 1.3% of 86,000 active | TR-FRET ERalpha-LBD/SRC-Cy5 coactivator binding, 2 h; 100 = basal binding, no effect | P03372; in the data active = activity above about 200%;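 note: binding measured in presence of low estradiol as agonist stimulus; 0% = peptide alone without receptor and 100% = receptor with peptide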
HUVEC inhibit – inhibitors of human endothelial cell proliferation. 1.1% of 86,000 active. viability, % at 10 µM (by protocol). HUVEC proliferation, CellTiter-Glo luminescence, 72 h; active compounds read low;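 active = viability at or below 30%; inactive = viability above 30%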;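 note: 100% = median luminescence of DMSO-only cell control wells on each plate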
Active calls of the source: *; nt = not tested or not shown; [ ] = another dose, or the depositor's remark. The list is partial; rates above refer to the full screens.

Values run as follows: ERa SRC1 inh	CYP2C19 activ	CYP2C19 inhib	Mac1 fbg inh	H69AR inhibit	ERa SRC1 pot	CD11b adhes enh	HUVEC inhibit	Fibroblast inh
CN1CSC(=S)N(C)C1
    -7.6	1.1	-12.3	-6.6	27.7*	92.4	-0.1	102.2	98.7
CC(=NCCCN1CCCCC1)c1c(O)n(Cc2ccccc2)c(=O)[nH]c1=O
    -8.0	0.6	41.3	0.8	71.4	116.8	0.6	102.1	104.7
O=C(CCCn1c(=O)[nH]c2cc(Cl)ccc2c1=O)N1CCC2(CC1)OCCO2
    -2.4	nt	nt	nt	82.2	133.0[fluorescence artefact?]	nt	104.0	108.5
O=C(c1cccs1)c1cn(Cc2ccccc2Cl)c2ccccc12
    -6.8	0.9	13.0	-1.5	33.6*	111.3	-5.5	92.8	91.8
O=C(c1csc2c1CCCCC2)N1CCC2(CC1)OCCO2
    9.8	0	98.4*	-5.9	91.7	88.3	-2.9	96.7	102.5
CSC1=NP(=S)(SC)N2CCCC2=C1C#N (centres undefined)
    -2.0	0.5	47.4	-11.6	81.2	111.9	-3.0	97.8	97.8
COc1ccc(S(=O)(=O)NC(CC(=O)N2CCC3(CC2)OCCO3)c2ccco2)cc1 (centres undefined)
    9.6	0.2	75.9*	-18.0	89.2	85.1	11.7	98.8	95.2
CSc1ncc(/C=C2/C(=O)NC(=O)N(C3CCCCC3)C2=O)cn1
    nt	0.9	14.4	-9.1	nt	nt	-2.4	nt	nt
O=C(c1ccccc1F)c1cn(Cc2ccccc2)c2ccccc12
    nt	0.4	60.4*	-14.4	nt	nt	0.3	nt	nt
O=C1C2(c3ccccc3)CN3CN(C2)CC1(c1ccccc1)C3
    0.2	0.5	54.9*	21.8	86.4	103.8	-5.8	94.6	92.8

An excerpt of these results, with bars between the fields.
mol | ERa SRC1 inh | CYP2C19 activ | CYP2C19 inhib | Mac1 fbg inh | H69AR inhibit | ERa SRC1 pot | CD11b adhes enh | HUVEC inhibit | Fibroblast inh
CSc1ncc(/C=C2/C(=O)NC(=O)N(C3CCCCC3)C2=O)cn1 | nt | 0.9 | 14.4 | -9.1 | nt | nt | -2.4 | nt | nt
O=C(c1ccccc1F)c1cn(Cc2ccccc2)c2ccccc12 | nt | 0.4 | 60.4* | -14.4 | nt | nt | 0.3 | nt | nt
O=C1C2(c3ccccc3)CN3CN(C2)CC1(c1ccccc1)C3 | 0.2 | 0.5 | 54.9* | 21.8 | 86.4 | 103.8 | -5.8 | 94.6 | 92.8

Further structures.
Values run as follows: ERa SRC1 inh	CYP2C19 activ	CYP2C19 inhib	Mac1 fbg inh	H69AR inhibit	ERa SRC1 pot	CD11b adhes enh	HUVEC inhibit	Fibroblast inh
CC1(C)CSC(Nc2ccc(F)c(Cl)c2)=N1
    -0.7[fluorescence artefact?]	0.6	42.0	10.8	97.8	58.9	-2.1	93.8	86.8
O=C(NC1(C(F)(F)F)Oc2ccc(Cl)cc2O1)N1CCC2(CC1)OCCO2 (centres undefined)
    14.9	0.8	23.8	-8.4	31.6*	54.5	-0.1	52.8	74.1
CC1CCC(NCC(O)c2ccccc2)CC1 (centres undefined)
    0.8	0.6	40.5	-16.4	97.1	293.8*[fluorescence artefact?]	-5.3	97.9	95.5
C=CCn1c(O)c(C(C)=Nc2ccc(N(CC)CC)cc2)c(=O)[nH]c1=O
    -4.0	1	2.7	nt	20.1*	96.2	nt	69.8	66.5
O=C(C1CCCN(S(=O)(=O)c2cccc3nsnc23)C1)N1CCC2(CC1)OCCO2 (centres undefined)
    -2.6	0.7	25.4	-10.0	93.9	95.5	0.7	101.6	93.8
CCOC(=O)C1=C(N)OC(C)=C(C(=O)OCCOC)C12C(=O)Nc1ccccc12 (centres undefined)
    -8.8	0.7	30.9	-30.1	94.1	103.0	-1.1	82.9	92.4
c1ccc2c(CCNC3=NCCC3)c[nH]c2c1
    -6.3	1	3.0	-0.8	69.9	114.0	-3.9	98.7	108.1
CC(C)N1CC=C(c2c[nH]c3ccccc23)CC1
    nt	1.1	-10.0	-4.1	nt	nt	-5.8	nt	nt
O=C(Cn1cc(C(=O)c2ccccc2F)c2ccccc21)NCc1ccco1
    3.8	0.9	11.5	-30.0	111.7	81.0[fluorescence artefact?]	1.9	74.2	43.1*
COC(=O)c1c(N)n(Cc2ccc(OC)cc2)c2nc3ccccc3nc12
    -1.7	0.3	75.0*	1.3	83.4	111.3	-3.5	70.8	91.1
O=C(Cn1ncc2c3ccccc3n(Cc3cccc(Cl)c3)c2c1=O)N1CCC2(CC1)OCCO2
    2.1	0.2	79.3*	-6.7	107.2	93.0[fluorescence artefact?]	2.8	98.0	101.6
C[N+]1(C)CCc2cc3c(cc2[C@H]1[C@@H]1OC(=O)c2c1ccc1c2OCO1)OCO3
    -11.2	nt	nt	nt	100.0	98.7[fluorescence artefact?]	nt	99.0	97.8
C=COCCn1c(C)c(C(=O)OCC)c2cc(O)ccc21
    -17.7	0.1	85.3*	-14.4	84.0	119.1	-2.4	78.0	97.8
CCOP(=O)(OCC)C(NC(=O)C(Cl)Cl)C(Cl)(Cl)Cl (centres undefined)
    -13.0	0.8	20.3	nt	98.6	113.0	nt	99.9	96.4
O=c1c2ccccc2nc(-c2ccco2)n1-c1ccccc1
    -1.2	nt	nt	nt	68.9	109.0	nt	106.2	103.4
CCCCn1c(O)c(C(C)=NCCCN(C)C)c(=O)[nH]c1=O
    3.0[fluorescence artefact?]	1.1	-11.5	-9.5	94.0	126.8[fluorescence artefact?]	0.9	94.2	100.0
CCCC(=O)Nc1cc(C(=O)N2CCC3(CC2)OCCO3)ccc1S(=O)(=O)c1ccc(C)cc1
    -5.9	0.8	22.3	1.1	97.0	114.9	-2.2	100.5	107.2
CN(CC1COc2ccccc2O1)c1nc(-c2cccnc2)nc2ccccc12 (centres undefined)
    26.4[fluorescence artefact?]	nt	nt	nt	44.9	114.9	nt	58.0	85.0
O=C1OCCC1NC1=NCCC1 (centres undefined)
    -3.2	1	-1.7	0.0	105.6	100.8	-5.4	95.0	104.6
CCOP(=S)(OCC)SCC(=O)NC(C)(CC)C(=O)O (centres undefined)
    17.3	1.1	-15.0	12.0	110.3	102.3	-1.0	99.8	108.2
CCOP(=O)(C#CC(C)(C)C)C1(O)CCCCC1 (centres undefined)
    8.6[fluorescence artefact?]	1.1	-14.2	14.5	89.9	95.8	-1.8	95.2	90.3
Oc1ccc(/C=N/NP(=S)(c2ccccc2)c2ccccc2)c(O)c1O
    nt	0.2	82.9*	2.7	nt	nt	-2.2	nt	nt
CCN(CC)c1ccc(CN(C)CCc2ccc(OC)c(OC)c2)cc1
    nt	1	0.2	-2.9	nt	nt	0.3	nt	nt
C=CCn1c(O)c(C=NCCCOc2ccc(CC)cc2)c(=O)[nH]c1=S
    11.5[fluorescence artefact?]	nt	nt	nt	31.5*	180.3	nt	48.9	82.9
CC1CCCN(CC(=O)N2CCCc3ccccc32)C1 (centres undefined)
    -4.4	nt	nt	nt	95.8	99.0	nt	93.2	97.9
O=C(Nc1ccccc1OC(=O)N1CCCCC1)N1CCCCC1
    -1.1	0.9	9.2	4.5	86.1	144.2	-2.0	102.7	98.7
O=C(CN1C(=O)CCSc2ccccc21)N1CCC2(CC1)OCCO2
    4.9	1	3.9	-8.4	94.4	96.5	-0.7	97.5	104.5
COc1ccccc1N1CCN(Cc2c(F)cccc2Cl)CC1
    -2.8	0	97.4*	-20.0	89.4	116.0	-1.2	104.4	97.9
Fc1cccc(F)c1CN1CCN(Cc2c(F)cccc2F)CC1
    1.8	0.1	94.4*	-6.3	96.3	117.3[fluorescence artefact?]	-5.8	100.9	94.0
O=C(C1CC(c2ccc(F)cc2)=NO1)N1CCC2(CC1)OCCO2 (centres undefined)
    -14.9	0.1	93.8*	-1.5	97.0	102.4	28.1	91.8	95.2
CN(C)C1(CNC(=O)c2ccc(Cl)c(S(=O)(=O)NCc3ccco3)c2)CCCCC1
    nt	1.1	-8.1	2.5	nt	nt	-3.7	nt	nt
Cc1nc2cc(C(=O)N3CCC4(CC3)OCCO4)ccc2n1-c1ccc(Br)cc1
    -8.5	0.7	30.0	-3.2	55.9	115.9	3.7	95.8	89.4
CC12CN3C(O)C(C)(C1)CC(C)(C2)C3O (centres undefined)
    -10.3[fluorescence artefact?]	0.9	10.4	-22.8	108.5	116.3	-3.6	94.2	96.5
Cc1cc(/C=C2/C(=O)NC(=O)N(c3ccccc3)C2=O)c(C)n1-c1ccc(F)cc1
    51.6*	nt	nt	nt	90.1	109.7[fluorescence artefact?]	nt	93.3	89.3
Cc1cc(OCc2cc(C(=O)O)oc2C)c2c3c(c(=O)oc2c1)CCCC3
    2.2	1.3	-33.0	2.5	89.7	81.3	1.4	61.0	95.9
C=CCn1c(O)c(C(=O)CCCCCC)c(=O)[nH]c1=O
    -6.6[fluorescence artefact?]	0.9	5.4	-11.9	101.4	94.1[fluorescence artefact?]	0.3	112.5	99.1
O=C1CC(N2CCC(n3c(=O)[nH]c4ccccc43)CC2)C(=O)N1c1ccc(F)cc1 (centres undefined)
    -6.0	1	-1.6	-0.5	102.9	110.0	-1.4	92.3	92.2
O=C1C(=O)c2ccccc2-c2ccccc21
    nt	0	98.1*	60.2*	nt	nt	-7.3	nt	nt
COc1ccc(N2CCN(CCCN)CC2)cc1
    -6.0	nt	nt	nt	82.6	91.0[fluorescence artefact?]	nt	90.0	104.0
Cc1ccc(CC2C(=O)N(C)C(=O)N(C)C2=O)s1
    -3.7	1.2	-17.0	8.8	94.7	110.5	-2.9	99.9	110.8
CN1C(=O)CN=C(c2ccc(Cl)cc2)c2cc(Cl)ccc21
    3.4	nt	nt	nt	70.8	99.7	nt	80.6	86.6
O=C(COc1ccccc1)N1CCN(CC2CC3C=CC2C3)CC1 (centres undefined)
    0.1	nt	nt	nt	91.3	116.3	nt	103.3	95.0
O=c1c2ccccc2nc(-c2ccc(-c3ccccc3)cc2)n1-c1ccncc1
    nt	1	-2.7	7.3	nt	nt	-3.2	nt	nt
O=C1NC(=S)NC(=O)C1C/C=C/c1ccccc1
    10.9	1	-2.9	-37.5	95.4	114.2[fluorescence artefact?]	-5.3	92.1	95.8
CN(C)P(=NC(=S)c1cccn1C)(N(C)C)N(C)C
    -3.6	1	-4.9	-15.8	90.2	97.0	-0.1	101.2	92.4
OC(c1ccc(F)cc1)(c1ccc(F)cc1)[C@@H]1CCCN1
    nt	1	-1.5	-4.7	nt	nt	-4.9	nt	nt
CCc1cc2c(N3CCN(C)CC3)ncnc2s1
    -4.9	nt	nt	nt	84.0	97.1	nt	87.7	nt
COc1cc(CN2C(=O)NC(=O)C3(Cc4cc(C)ccc4N(C)C3)C2=O)cc(OC)c1 (centres undefined)
    -2.4[fluorescence artefact?]	0.6	36.2	-10.2	89.0	91.9	8.0	88.7	99.9
c1cncc(CNC2=NCCC2)c1
    0.2[fluorescence artefact?]	1.2	-16.9	-16.2	86.4	111.7	-3.7	76.3	94.8
CC(=O)[C@@]1(O)CC[C@H]2[C@@H]3CC=C4C[C@@H](O)CC[C@]4(C)[C@H]3CC[C@@]21C
    28.3	nt	nt	nt	92.5	83.4	nt	99.5	98.1
